# Screening data deposited in PubChem BioAssay by School of Medicine, Indiana University.
# FECH inh: inhibitors of human ferrochelatase; purified FECH, Ni-mesoporphyrin absorbance 550 nm; calls only at 10 µM (by protocol); actives 3.3% (n = 20,000); AID 1671448;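 active = enzyme reaction rate more than 3 SD below the solvent-only control wells on the same plate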;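 note: lower slope than DMSO wells means FECH inhibition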
# Target sequence (P22830 whole entry, looked up): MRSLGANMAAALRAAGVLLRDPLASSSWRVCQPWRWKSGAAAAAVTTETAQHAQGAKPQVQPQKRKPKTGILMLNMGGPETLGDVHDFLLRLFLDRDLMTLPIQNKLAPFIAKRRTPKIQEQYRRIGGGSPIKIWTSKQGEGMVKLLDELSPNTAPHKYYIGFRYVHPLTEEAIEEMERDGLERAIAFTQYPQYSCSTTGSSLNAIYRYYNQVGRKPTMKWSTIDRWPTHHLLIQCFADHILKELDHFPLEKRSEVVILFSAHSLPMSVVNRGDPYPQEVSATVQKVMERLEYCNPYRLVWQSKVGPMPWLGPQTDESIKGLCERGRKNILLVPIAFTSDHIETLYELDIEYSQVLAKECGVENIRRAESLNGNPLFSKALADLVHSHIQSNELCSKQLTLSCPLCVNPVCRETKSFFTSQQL
# Calls only; i = inactive; + = active, no number. Only part of the results is shown. The share of hits here may be higher or lower than overall.
no. | SMILES | FECH inh
1 | CCC(Cn1ccnc1)NC(=O)c1ccc2c(c1)nnn2C (stereo not given) | i
2 | COC(=O)c1cc2n(n1)CCCN(C(=O)c1cc3c([nH]c1=O)CCCC3)C2 | i
3 | COCC1(C(=O)N2CCC3(CC2)c2ccccc2[C@@H](N)[C@@H]3O)CCC1 | i
4 | CCN(CCN1CCOCC1)C(=O)c1cccc2nccnc12 | i
5 | Cc1nc2ccc(C(=O)N(C)CCC3CCCCO3)cc2nc1C (stereo not given) | i
6 | COc1ccc(Nc2cc(C)nc(Nc3ccc(NC(=O)c4c(F)cccc4Cl)cc3)n2)cc1 | i
7 | O=C1NC(C(=O)N2CC(c3cccnc3)C2)Cc2ccccc21 (stereo not given) | i
8 | CCCNC(=O)Cn1c(=O)n(Cc2ccc(C(=O)NC(C)C)cc2)c(=O)c2cc(OC)c(OC)cc21 | i
9 | O=C(NC1CC1)c1cc2n(n1)CCN(C(=O)c1scc3c1OCCO3)C2 | i
10 | COc1nccnc1-c1c(C)cc(C)cc1C | i
11 | CCc1ncc(CN2C[C@@H]3CN(C(=O)C4CC4)C[C@]3(C(=O)O)C2)cn1 | i
12 | COc1ccc(Cn2c(CNC(=O)c3ccccc3F)nc3cccnc32)cc1 | i
13 | COc1cccc(CNC(=O)CN2CCCN(Cc3ccc(C)cc3)S2(=O)=O)c1 | i
14 | Cc1cc(C)n(CCn2ccnc2-c2ccc(-c3ccn[nH]3)s2)n1 | i
15 | O=C(O)c1cccc(CC2CCN(Cc3cnc(-c4ccccn4)nc3)C2)c1 (stereo not given) | i

# Next part (seven carried over from the part before).
no. | SMILES | FECH inh
9 | O=C(NC1CC1)c1cc2n(n1)CCN(C(=O)c1scc3c1OCCO3)C2 | i
10 | COc1nccnc1-c1c(C)cc(C)cc1C | i
11 | CCc1ncc(CN2C[C@@H]3CN(C(=O)C4CC4)C[C@]3(C(=O)O)C2)cn1 | i
12 | COc1ccc(Cn2c(CNC(=O)c3ccccc3F)nc3cccnc32)cc1 | i
13 | COc1cccc(CNC(=O)CN2CCCN(Cc3ccc(C)cc3)S2(=O)=O)c1 | i
14 | Cc1cc(C)n(CCn2ccnc2-c2ccc(-c3ccn[nH]3)s2)n1 | i
15 | O=C(O)c1cccc(CC2CCN(Cc3cnc(-c4ccccn4)nc3)C2)c1 (stereo not given) | i
16 | CCCS(=O)(=O)N1CCN(c2nc(C)cc(N3CCCC3)n2)CC1 | i
17 | O=C(NCCc1ccc(O)cc1)C1CCCN(Cc2ccco2)C1 (stereo not given) | i
18 | Cc1ccc(OCC(=O)Nc2ccc(C)c(OCc3cc(=O)n4cccc(C)c4n3)c2)cc1C | +
19 | Cc1ccc(Nc2nc(NCC(C)O)nc3c2cnn3-c2ccccc2)cc1C (stereo not given) | i
20 | CCn1c(CNS(=O)(=O)c2cccc(OC)c2)nc2cccnc21 | i
21 | CCN(C1CCS(=O)(=O)C1)S(=O)(=O)c1cc(N2C(=O)CCS2(=O)=O)ccc1C (stereo not given) | +
22 | Cc1[nH]c2ccc(C(=O)N3CCC4(CC3)CC(C(=O)O)N(C)C4)cc2c1C (stereo not given) | i
23 | CC(C)N1CC(NC(=O)c2cc(COc3cccc(F)c3)[nH]n2)CC1=O (stereo not given) | i
24 | CSc1nc(Nc2cccc(F)c2)c(C#N)c(-c2ccc(C)cc2)n1 | i
25 | Cc1cc(N2CCCC2)nc(Nc2ccc(NC(=O)c3cccc(Cl)c3)cc2)n1 | i
26 | Cc1cccnc1N1CCN(C(=O)c2cccc(-c3ccc(O)cc3)c2)CC1 | i
27 | C=CCN(Cc1ccccc1Cl)C(=O)c1ccc2nccn2c1 | i
28 | Cc1ccc(Cn2c(CNS(=O)(=O)c3ccc(CC(C)C)cc3)nc3cccnc32)cc1 | i
29 | COc1ccccc1NCc1cc(=O)n2[nH]c(NCc3ccccc3)nc2n1 | i
30 | Cc1ccc(-c2nc(CSc3nc(C)c(CCO)c(=O)[nH]3)c(C)o2)cc1 | i
31 | Cc1nc(-c2ccc(NC(=O)Nc3ccc(S(N)(=O)=O)cc3)cc2)no1 | i
32 | CCc1cc(N2CCNC(C(=O)O)C2)nc(N2CCCCC2)n1 (stereo not given) | i
33 | O=C(NC[C@@H]1C[C@@H]2C=C[C@H]1C21CC1)C1CCN(Cc2ccco2)CC1 | i
34 | CC1CCCC(C)N1CCCNC(=O)C1CCN(c2ncnc3c2nc2n3CCCCC2)CC1 (stereo not given) | i
35 | COc1ccccc1C(C)N(C)C(=O)Nc1nc(-c2ccccc2)ns1 (stereo not given) | i
36 | CN1CCc2c(sc(NC(=O)Cc3ccccc3)c2-c2nc3ccccc3s2)C1 | i
37 | CCCc1cnc(C)nc1-c1ccnc2c1ccn2C | i
38 | Cc1ccc(N2CC(NC(=O)c3ccc(Br)o3)CC2=O)cc1C (stereo not given) | i
39 | c1cnc(-n2cncn2)c(CNc2cc(N3CCOCC3)ncn2)c1 | i
40 | O=c1[nH]nc(CCn2ccnc2C2CCOC2)[nH]1 (stereo not given) | i
41 | CCC1=C(c2ccc(OC)cc2)S(=O)(=O)N(CC(=O)Nc2cc(OC)ccc2OC)C1=O | i
42 | CC(C)Cc1ncc2c(n1)CN(C(=O)c1cccc(-n3cnnc3)n1)C2 | i
43 | CCOc1ccc(NCc2cc(=O)n3[nH]c(NCc4ccc(F)cc4)nc3n2)cc1 | i
44 | Cc1cccc(NC(=O)CC(=O)NCCCn2nnc3ccccc32)c1C | i
45 | O=S(=O)(c1ccc(Br)cc1)N1CCN(c2cc(-c3ccc(F)cc3)ncn2)CC1 | i
46 | Cc1noc(C)c1CN(C)C(=O)c1cc(COc2ccccc2F)[nH]n1 | i
47 | Cc1ccc(N2C(=O)CN(S(C)(=O)=O)CC2(C)C(=O)NC2CCCC2)cc1F (stereo not given) | i
48 | COc1c(C)cc(C(=O)C2CCCN(Cc3cn[nH]c3C(=O)O)C2)cc1C (stereo not given) | i
49 | Cc1ccc(C(=O)N2CCc3c(c(C(=O)NCc4ccccc4)nn3C)C2)cc1 | +
50 | CCn1c(C2CCN(C(=O)c3ccc(-n4cccn4)cc3)CC2)n[nH]c1=O | i
51 | O=C(NCCCc1ccccc1)c1cccn1-c1nnc(N2CCCCC2)s1 | i
52 | O=C(NCCc1cnc[nH]1)C1CCCN(C2CCN(Cc3ccccc3)CC2)C1 (stereo not given) | i
53 | O=C(CN1CCOC1=O)NCc1cnn(-c2ccc(F)cc2)c1 | i
54 | COc1ccc2cc(C3CN(C(=O)c4cn5ccsc5n4)CCO3)ccc2c1 (stereo not given) | i
55 | CN1CCC(Cc2noc(-c3[nH]cnc3-c3ccccc3)n2)CC1 | i
56 | CNc1cc(-c2ccc(C(=O)O)cc2C)c2cc[nH]c2n1 | i
57 | O=C(Cn1c(=O)oc2ccccc21)N1Cc2cnn(CCO)c2C1 | i
58 | Cc1cccc(N2CCN(c3ncc(NS(=O)(=O)c4ccccc4C)cc3C(=O)O)CC2C)c1 (stereo not given) | i
59 | O=C(NCC(c1ccc(F)cc1)N1CCCC1)c1cn(-c2ccccc2)nn1 (stereo not given) | i
60 | Fc1cccc(F)c1Cn1ccnc1-c1cccc2c1OCO2 | i
61 | Cc1cccc(-c2cc(N3CCN(C(=O)NC(C)C)CC3)ncn2)c1 | i
62 | CC(C)c1nc(CCNC(=O)C2CCCN(C3CCCCC3)C2)no1 (stereo not given) | i
63 | CN1CC(=O)N(CC(=O)Nc2ccc(F)cc2Cl)c2ccccc2C1=O | i
64 | Cc1cccc(CN2CC=C(C(=O)Nc3ccc(Cl)cc3)CC2)c1 | i
65 | Cc1cnccc1NCCNC(=O)c1cn(CC2CCCNC2)nn1 (stereo not given) | i
66 | CCn1c(C2CCCN(C(=O)CCc3c(C)nn(C)c3C)C2)nn(C)c1=O (stereo not given) | i
67 | CN1CCC2(CC1)CN(C(=O)[C@@]13CC[C@@](C)(OC1=O)C3(C)C)CCN2C | i
68 | COC(=O)CCC1CCCCN1C(=O)c1nc[nH]c1C (stereo not given) | i
69 | CC(=O)NCCn1ccnc1-c1ccccc1OCc1ccccc1 | i
70 | CC[C@@]12C[C@H]3C[C@@](O)(C1)C[C@](C(=O)NCCc1cc(=O)[nH]c(C)n1)(C3)C2 | i
71 | Cc1ccc2[nH]cc(-c3cc(O)cc(C(=O)O)c3)c2c1 | i
72 | O=C(CCC(=O)N1CCNC(=O)C1c1cccc(F)c1)NC1CCCC1 (stereo not given) | i
73 | CCCCC(=O)Nc1cccc(C(=O)NCc2nc(C)cc(C(F)(F)F)n2)c1 | i
74 | O=S(=O)(NCCn1c(-c2ccc(F)cc2)nc2cccnc21)c1ccc(Cl)s1 | i
75 | Cc1ccc(-c2nc(C)cc(OCC(=O)NCc3ccccc3)n2)cc1 | i

# The list continues.
no. | SMILES | FECH inh
76 | O=C1CNCC(C(=O)Nc2cccc(Oc3ccccc3)c2)N1 (stereo not given) | i
77 | CCCn1ccnc1-c1nccn1CCC(N)=O | i
78 | O=C1CCC(NCc2nncn2C2CCCCC2)CCN1Cc1ccccc1 (stereo not given) | i
79 | COc1cc(C(=O)Nc2ccc(Nc3nc(C)cc(N4CCCC4)n3)cc2)cc(OC)c1OC | i
80 | CCc1ccc(CN2CCc3onc(-c4cccc5ccccc45)c3C2)nc1 | i
81 | CCCc1cc(N2CCCCC2)n2nc(-c3cccnc3)nc2n1 | i
82 | O=C(NCCc1nc2ccccc2o1)c1cccc(Cn2cccn2)c1 | i
83 | COc1cccc2c1OCC(C(=O)N1C[C@@H]3[C@@H]4CC[C@@H](C4)[C@@H]3C1)C2 (stereo not given in full) | i
84 | COc1ccccc1CNC(=O)c1[nH]cnc1C(=O)NCC1CCCCC1 | +
85 | CCC(NC(=O)C(=O)c1ccco1)c1cc(C)ccn1 (stereo not given) | i
86 | c1nc(CN2CCCCC2CCN2CCOCC2)cs1 (stereo not given) | i
87 | CCCCN(CC)c1ncc(NS(=O)(=O)c2ccc3c(c2)CCCC3)cc1C(=O)O | i
88 | CCn1c(=O)n(-c2ccc(C)c(C)c2)c2nc(-c3ccccc3OC)nc(C(N)=O)c21 | i
89 | CCC(=O)Nc1nc2n(n1)C(c1ccccc1Cl)C=C(c1ccc(Cl)cc1)N2 (stereo not given) | i
90 | Clc1cccc(Nc2nc(NC3CCCC3)nc3c2cnn3-c2ccccc2)c1 | i
91 | CCc1csc(CNC(=O)Cn2cc(Cl)c(C)n2)n1 | i
92 | Cc1ccc(Cl)cc1NCc1nc2nc3c(c(=O)n2[nH]1)CCC3 | +
93 | Cc1ccc(Nc2nc(N3CCN(C)CC3)nc3c2cnn3-c2ccccc2)cc1C | i
94 | CCn1ccnc1CNC(=O)c1ccc(C(C)N2CCCCC2)o1 (stereo not given) | i
95 | Cc1c(S(=O)(=O)NCc2nc3cccnc3n2Cc2ccccc2)cnn1C(F)F | i
96 | Cc1cccc(-c2ccc(N3CCC(C(=O)NC(C)C)CC3)nn2)c1 | i
97 | Cc1ccc(CNc2ncnc3oc4c(c23)CCCC4)o1 | i
98 | Cc1cc(NC(=O)c2ccc(C(C)(C)C)cc2)n(-c2ncnc3c2cnn3-c2ccc(F)cc2)n1 | i
99 | CC(C)c1cc(C2CCN(C(=O)Cc3noc4ccccc34)CC2)[nH]n1 | i
100 | Cc1cc(CC(C)NC(=O)c2cnc(-c3cccnc3)nc2)n[nH]1 (stereo not given) | i
101 | O=c1c2c3c(sc2ncn1CC(O)c1ccccc1Cl)CNCC3 (stereo not given) | i
102 | CCC(=O)Nc1cccc(C(=O)NCc2ccccc2-n2ccnc2)c1 | i
103 | O=C(NC1CCCCC1)c1nc[nH]c1C(=O)N1CCCCC1 | i
104 | CC(NC(=O)c1cccc(Cn2cccn2)c1)c1nc2c(s1)CCCC2 (stereo not given) | i
105 | CCOc1ccc(N(Cc2nc3nc(C)cc(C)n3n2)C(=O)c2cccc(OC)c2)cc1 | i
106 | Cc1cc(NC(=O)c2ccc3c(c2)OCO3)n(-c2ncnc3c2cnn3-c2cccc(Cl)c2)n1 | i
107 | COCCCNC(=O)C1CCC(Cn2c(=O)c3sccc3n(CC(=O)NC(C)C)c2=O)CC1 (stereo not given) | i
108 | COCCn1c(CNS(=O)(=O)c2ccccc2)nc2cccnc21 | i
109 | Cc1nn(C2CCCCC2)c2c1C(c1nc[nH]c1C)CC(=O)N2 (stereo not given) | i
110 | Cc1cccc(C)c1-c1ccc(-c2nn[nH]n2)cc1 | i
111 | COc1cccc(Cn2c(CNS(=O)(=O)c3ccc(F)cc3)nc3cccnc32)c1 | i
112 | CNC(=O)[C@@H]1C[C@@H](N)CN1Cc1cc(C)n(-c2cccnc2)c1C | i
113 | Cn1cc(-c2cc(C(=O)N3CCCN(c4ncccn4)CC3)c3ccccc3n2)cn1 | i
114 | O=C(CN1C(=O)C2CCCCN2C(=O)c2ccccc21)NCc1ccccc1 (stereo not given) | i
115 | Cc1ccc(NC(=O)c2ccc(=O)n(Cc3ccc(F)cc3)c2)cc1 | i
116 | CCOc1ccc(C(=O)Nc2cc(C)nn2-c2ncnc3c2cnn3-c2ccc(C)cc2C)cc1 | i
117 | Cc1cc(N(C)C)nc(N2CCN(S(=O)(=O)c3ccc(Oc4ccccc4)cc3)CC2)n1 | i
118 | NS(=O)(=O)c1ccc(NC(=O)CSc2nc3c(c(=O)[nH]2)CCC3)cc1 | i
119 | O=C(NCC1=CCCN(Cc2cc(F)ccc2Cl)C1)c1ccco1 | i
120 | CCc1c(C)nc2ncnn2c1Sc1ccc(NS(=O)(=O)c2cccc(Cl)c2)cc1 | i

# Random excerpt: 2 entries already listed, in no set order.
no. | SMILES | FECH inh
118 | NS(=O)(=O)c1ccc(NC(=O)CSc2nc3c(c(=O)[nH]2)CCC3)cc1 | i
115 | Cc1ccc(NC(=O)c2ccc(=O)n(Cc3ccc(F)cc3)c2)cc1 | i

# (further entries)
no. | SMILES | FECH inh
121 | COc1ccc(-c2noc(N3CCCC(C(=O)Nc4ccc(S(N)(=O)=O)cc4)C3)n2)cc1 (stereo not given) | i
122 | COc1ccccc1CN1C(=O)CSc2c(c3ccccc3n2C)C1C(=O)NCCC(C)C (stereo not given) | i
123 | CCOC(=O)C1CCN(c2ncc(NS(=O)(=O)c3ccc(F)cc3)cc2C(=O)O)CC1 | i
124 | O=S(=O)(NCc1ccccc1)NCc1ccccn1 | i
125 | CCC(C)S(=O)(=O)N1CCn2nc(C(=O)OC)cc2C1 (stereo not given) | i
126 | CCc1cc(Sc2ccc(N)cc2)n2nc(C)nc2n1 | i
127 | CC1=NN(CC(=O)NCc2cc(-c3ccco3)on2)CC1 | i
128 | Cc1ccc(CCNC(=O)c2cc(C3CC3)[nH]n2)o1 | i
